Screening data deposited in PubChem by Broad Institute.
PglD DTNB: PglD (C. jejuni) enzyme inhibition; inhibition, % at 12.5 µM; purified PglD enzyme, DTNB colorimetric CoA detection; hit rate 0.098% among 360,000; in the data active = inhibition above about 16%, passing the limit was not always enough; inconclusive = no clear call, values can overlap the other calls; note: strong numbers were not always called active
E-sel inducer: induces E-selectin expression in human endothelial cells; hit rate 0.37% among 260,000; AID 686992; activation, % at 7.58 µM; HUVEC E-selectin immunofluorescence imaging; normalized: neutral wells 0, TNF-alpha wells 100; P16581;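 active = mean E-selectin-positive cell signal at least 10% of the positive control, reached in at least 60% of replicates, without over 20% cell loss; inconclusive = no rule given, readout overlaps actives, possibly toxicity-flagged; inactive = the rest, including those meeting only one limit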;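 note: in these data hits start at about 27%; measured in HUVEC primary endothelial cells; signal is the percent of cells scored E-selectin positive by PE staining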
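System: HUVEC, human umbilical vein endothelial cells; quantity: 3,000 cells/well; buffer or medium: EGM-2 medium, gelatin-coated wells; dosing: single-point compound dose; detection: immunofluorescence imaging; evaluation: % PE-positive cells; benchmarks: TNF-alpha, DMSO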
ERp5 block: ERp5 (human) disulfide isomerase inhibition; inhibition, % at 9.99 µM; ERp5 insulin aggregation, absorbance 650 nm, 90 min; AID 651711; hit rate 0.05% among 350,000; Q15084;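 active = mean replicate inhibition above about 25%, with every replicate also reaching it, limit read from the data, passing the limit was not always enough; inconclusive = only one of those two criteria met; inactive = neither criterion met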
Target sequence (Q15084 whole entry, looked up): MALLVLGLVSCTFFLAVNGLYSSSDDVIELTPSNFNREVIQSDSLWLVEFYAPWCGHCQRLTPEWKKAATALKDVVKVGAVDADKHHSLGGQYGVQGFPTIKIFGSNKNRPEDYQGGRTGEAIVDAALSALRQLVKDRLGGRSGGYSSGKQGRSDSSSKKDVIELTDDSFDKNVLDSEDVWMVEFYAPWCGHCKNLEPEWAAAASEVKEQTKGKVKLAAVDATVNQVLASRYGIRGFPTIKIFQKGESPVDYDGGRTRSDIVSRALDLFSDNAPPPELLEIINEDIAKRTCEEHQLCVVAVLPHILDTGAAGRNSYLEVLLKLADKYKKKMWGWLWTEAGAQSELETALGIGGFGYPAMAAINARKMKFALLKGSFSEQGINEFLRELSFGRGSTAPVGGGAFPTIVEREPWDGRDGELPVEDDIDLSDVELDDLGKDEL
Statin myotox sup: suppression of simvastatin myotoxicity; AID 602340; rescue of ATP level, % at 7.49 µM; hit rate 0.78% among 330,000; C2C12 myotubes + simvastatin, ATP luminescence, 48 h; scaled: DMSO 0, geranylgeraniol control 100;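 active = mean ATP rescue above about 67%, or every replicate alone reaching that limit, limit read from the data, passing the limit was not always enough; inconclusive = no clear call, values can overlap the other calls; inactive = mean under the limit and some replicate under it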;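 note: myotubes were challenged with 10 µM simvastatin during compound exposure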
DENV2 CPE rescue: protects cells from dengue virus 2 cytopathic effect | AID 651640 | DENV2-infected cells, cytopathic effect rescue, plate reader | hit rate 1.7% among 350,000 | CPE inhibition, % at 9.99 µM; in the data active = CPE inhibition above about 20%, passing the limit was not always enough; inconclusive = no clear call, values can overlap the other calls; tested in BHK-21 cells;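 note: 0% = median of neutral control wells and 100% = median of positive control wells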
SIRT5 block: blocks human SIRT5 desuccinylation of peptide; Q9NXA8; Purified SirT5, succinyl-peptide AMC, trypsin-coupled fluorescence; inhibition, % at 15 µM; hit rate 1.1% among 330,000; in the data active = inhibition above about 15%; inconclusive = no clear call, values can overlap the other calls
Target sequence (Q9NXA8 whole entry, looked up): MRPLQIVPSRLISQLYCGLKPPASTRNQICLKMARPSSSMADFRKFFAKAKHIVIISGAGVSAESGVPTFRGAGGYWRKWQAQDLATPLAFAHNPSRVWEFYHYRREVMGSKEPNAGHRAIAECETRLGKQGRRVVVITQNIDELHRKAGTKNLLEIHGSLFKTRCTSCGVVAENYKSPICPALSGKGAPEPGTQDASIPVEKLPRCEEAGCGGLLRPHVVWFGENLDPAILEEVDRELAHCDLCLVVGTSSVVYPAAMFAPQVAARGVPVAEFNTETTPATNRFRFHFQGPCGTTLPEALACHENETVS
S100A4 MyoIIA: S100A4-myosin IIA interaction inhibition | inhibition, % at 10.7 µM | AID 652163 | S100A4/TAMRA-MyoIIA peptide fluorescence polarization | P26447 | hit rate 0.14% among 360,000;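 active = mean inhibition of at least 70% across replicates, with every replicate also reaching that level; inconclusive = mean inhibition reaches 70% but some replicates fall short; inactive = mean inhibition below 70%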
Target sequence (P26447 whole entry, looked up): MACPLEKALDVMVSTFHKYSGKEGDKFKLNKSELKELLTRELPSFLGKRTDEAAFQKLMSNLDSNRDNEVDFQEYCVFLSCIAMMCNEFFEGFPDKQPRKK
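Material: S100A4 monomer protein | Medium: HEPES pH 7.2 with CaCl2, KCl, NaCl, DTT, Triton | Reagent: Labelled myosin peptide probe, 5 nM | Doses: One dose per compound | Times: 5 min incubation before reading | Benchmarks: Neutral control DMSO, positive control TFP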
An asterisk follows results filed as active; ? = inconclusive; nt = no result given; & = joins results of further samples.

SMILES,PglD DTNB,E-sel inducer,ERp5 block,Statin myotox sup,DENV2 CPE rescue,SIRT5 block,S100A4 MyoIIA
O=C(CNC(=O)c1cccc(F)c1)OCC(=O)N1CCN(C(=O)c2ccco2)CC1,7,nt,0,1,-1,29*,2
C[C@H]1CN([C@@H](C)CO)S(=O)(=O)c2ccc(C#Cc3ccccc3)cc2O[C@@H]1CN(C)C(=O)C1CC1,-4,-0.3,3,-2,20,15,-2
O=[N+]([O-])c1ccc(S(=O)(=O)NCC(c2ccc3c(c2)OCO3)N2CCOCC2)cc1 (centres undefined),-1,0.2,2,6,-1,2,1
COc1ccc(NC2CCCN(C(=O)CSc3ccccn3)C2)cc1OC (centres undefined),1,0.0,2,0,-3,1,-3
Cc1ccc(C)c(N2CCN(C(=O)c3ccc(CS(=O)Cc4cccc(Cl)c4)o3)CC2)c1 (centres undefined),1,nt,-1,-11,2,-1,-1
CCOC(=O)C(=O)C1C(=O)Nc2ccccc21 (centres undefined),nt,-0.1,0,nt,-1,-4,-18
O=C1C(=O)N(CCS(=O)(=O)c2ccccc2)c2ccc(Cl)cc21,4,nt,-1,0,-3,1,-7
O=C(Nc1cccc(OCC(=O)N2CCOCC2)c1)c1ccc(C(F)(F)F)cc1,0,nt,-8,13,-2,1,-2
N#C[C@H]1[C@H](c2ccc(C#CC3CCCC3)cc2)[C@@H](CO)N1C(=O)c1cccc(F)c1,nt,-0.2,0,nt,-3,1,11
CCOc1ccc(-n2c(N)c(C(=O)N3CCN(C)CC3)sc2=S)cc1,nt,-8.6,-2,4,-5,0,0
COc1ccc(NC(=O)Nc2cnccn2)cc1OC,-8,nt,8,nt,-8,-2,-5
NC(=O)c1nsc(C(=O)N(Cc2ccco2)C(C(=O)NCc2ccccc2)c2ccc(O)cc2)c1N (centres undefined),-3,nt,4,-6,-4,4,-3
C[C@@H]1CN([C@@H](C)CO)C(=O)c2cc(NC(=O)C3CCCCC3)ccc2O[C@H]1CN(C)S(=O)(=O)c1ccc(Cl)cc1,2,nt,2,13,-6,9,-13
O=C(Cc1coc2cc3c(cc12)CCC3)NCC1(N2CCCCC2)CCCCC1,nt,nt,2,nt,-5,-3,-40
CCc1cccc(NC(=O)CCc2nc(-c3cccs3)no2)c1,-4,0.9,3,nt,18,nt,3
O=C(C[C@H]1CC[C@H]2[C@@H](COC[C@H](O)CN2C(=O)Cc2ccccc2)O1)NC1CCC1,0,0.0,10,-12,38*,4,-19
C[C@@H]1CCCCO[C@@H](CN(C)C(=O)c2ccncc2)[C@H](C)CN([C@H](C)CO)C(=O)c2cc(N(C)C)ccc2O1,-2,0.3,3,-35,10,1,4
COc1ccc(NC(=O)Nc2ccc3c(c2)C(=O)N([C@H](C)CO)C[C@@H](C)[C@@H](CN(C)S(=O)(=O)c2ccc(Cl)cc2)O3)cc1,2,5.8,6,nt,-9,6,2
Cc1noc(C)c1S(=O)(=O)Nc1ccc2c(c1)CC(=O)N([C@@H](C)CO)C[C@@H](C)[C@@H](CN(C)C(=O)Nc1ccc3c(c1)OCO3)O2,4,-14,nt,-11,-1,nt,nt
COc1cc(C(=O)NCC(c2cccs2)N(C)C)cc(Cl)c1OC(C)C (centres undefined),5,nt,10,6,4,-3,-5
Cc1ccc(NC2c3ncccc3C(=O)N2Cc2ccc(F)cc2)cc1 (centres undefined),0,nt,4,34,0,0,-1
COc1ccc(-n2c(=O)c3c4c(sc3n(CC(=O)NCC3CCCO3)c2=O)CN(C(C)=O)CC4)cc1OC (centres undefined),0,0.0,2,5,-3,nt,2
COc1ccc(NC(=O)N(C)C[C@H]2OCCCC[C@H](C)Oc3ccc(NS(=O)(=O)c4ccccc4)cc3C(=O)N([C@@H](C)CO)C[C@H]2C)cc1,nt,-0.2,3,nt,-5,-2,10
COc1ccc(-c2cc(C(F)(F)F)nc(SCc3cccc(C(=O)O)c3)n2)cc1,-3,nt,-10,22,-3,6,-2
CC1(C)Cc2cccc(OC(=O)NCCc3ccc(F)cc3)c2O1,nt,3.3,-3,nt,7,1,17
C[C@H](CO)N1C[C@H](C)[C@H](CN(C)C(=O)NC2CCCCC2)OCCCC[C@H](C)Oc2ccc(N(C)C)cc2C1=O,-4,2.3,2,-10,?,3,25
O=C(NC[C@@H]1[C@H](c2ccccc2)[C@H](CO)N1Cc1ccccn1)C1CC1,16,0.5,12,-7,3,-4,9
Cc1ccc(-n2nnnc2SCC(=O)NCC2(N3CCCCC3)CCCCC2)c(C)c1,-2,2.6,0,-24,-9,-4,-1
CCCN(C)C1CN(Cc2cn(Cc3cccc(Cl)c3)nn2)S(=O)(=O)C1 (centres undefined),nt,0.1,-3,nt,5,-8,-7
O=C(O)/C=C\C(=O)N1CCc2ccccc21,nt,0.4,2,nt,-2,1,-1

Ordered by the number under S100A4 MyoIIA (descending): some entries from above.
compound,PglD DTNB,ERp5 block,DENV2 CPE rescue,SIRT5 block,S100A4 MyoIIA
N#C[C@H]1[C@H](c2ccc(C#CC3CCCC3)cc2)[C@@H](CO)N1C(=O)c1cccc(F)c1,nt,0,-3,1,11
O=C(CNC(=O)c1cccc(F)c1)OCC(=O)N1CCN(C(=O)c2ccco2)CC1,7,0,-1,29*,2
NC(=O)c1nsc(C(=O)N(Cc2ccco2)C(C(=O)NCc2ccccc2)c2ccc(O)cc2)c1N (centres undefined),-3,4,-4,4,-3

New compounds follow.
SMILES,PglD DTNB,E-sel inducer,ERp5 block,Statin myotox sup,DENV2 CPE rescue,SIRT5 block,S100A4 MyoIIA
O=C(Nc1ccc(-c2csc(Nc3ccc(Cl)cc3)n2)cc1)c1ccccc1,3,0.4,1,-1,-1,nt,-3
C[C@@H]1CN([C@@H](C)CO)C(=O)c2cc(-c3ccncc3)cnc2O[C@H]1CN(C)S(=O)(=O)c1ccccc1,0,0.1,1,-14,1,5,10
Cc1ccc(C)c(N2N=C(C(=O)N(CC(C)C)c3c(N)n(Cc4ccccc4)c(=O)[nH]c3=O)CCC2=O)c1,-6,nt,3,-3,-8,5,-10
CC(C)OCCCNC(=O)c1cn(C)c2ccc(S(=O)(=O)N3CCCC3)cc2c1=O,7,0.1,nt,9,3,-1,3
CC1=Nc2cc([N+](=O)[O-])ccc2NC(C)(C)C1,nt,-0.2,3,-1,-8,0,-6
CO[C@@H]1CN(C)C(=O)c2ccc(NC(=O)c3cnccn3)cc2OC[C@@H](C)N(C)C[C@H]1C,-1,0.0,nt,-7,nt,nt,nt
CCCCN(C(=O)CCNC(=O)NC12CC3CC(CC(C3)C1)C2)c1c(N)n(CCC)c(=O)[nH]c1=O,4,nt,-6,14,-8,4,-4
CC(C)[C@H](NC(=O)C1CCN(S(=O)(=O)c2ccc(F)cc2)CC1)C(=O)N1CCCCCC1,nt,14,0,7,0,10,-6
COCC(=O)N1CCCCN2[C@H](C1)[C@H](c1ccc(-c3ccc(C)cc3)cc1)[C@@H]2CO,4,0.6,-6,8,5,-3,-2
C[C@@H]1CCCCO[C@H](CN(C)CC2CC2)[C@H](C)CN([C@H](C)CO)C(=O)c2cc(NC(=O)c3ccncc3)ccc2O1,4,-0.1,4,-5,?,-3,-4
COc1ccc(C[C@@H]2CN3C(=NC[C@@H]3C)N2C[C@H](C)NC(=O)CCC2CCCCC2)cc1,-1,0.3,1,-18,3,-5,0
Cc1c(C)c2ccc(OC(C)C(=O)N3CC[C@@]4(O)CCCC[C@H]4C3)c(C)c2oc1=O (some centres undefined),-3,nt,2,10,?,nt,-4
CN(C)C(CNC(=S)Nc1ccccc1Cl)c1cccnc1 (centres undefined),nt,nt,1,nt,-2,1,-5
C[C@@H]1CN([C@@H](C)CO)C(=O)c2cc(NS(=O)(=O)c3ccc(Cl)cc3)ccc2O[C@H]1CN(C)Cc1ccc(-c2ccccc2)cc1,1,-0.5,0,nt,-2,-2,4
CN(C)c1ccc(C(CNC(=O)c2ccccc2F)c2c[nH]c3ccccc23)cc1 (centres undefined),nt,nt,0,-3,-3,-2,3
CCSc1ncccc1-c1nc2ccccc2[nH]1,-4,-0.5,nt,17,nt,nt,nt
CCCNC(=O)Nc1ccc2c(c1)C(=O)N(C)[C@H]1CC[C@@H](CC(=O)NCCCN(C)C)O[C@@H]1CO2,-1,0.1,-4,-33,18,5,31
Cc1ccc(N2CC(C(=O)OCC(=O)Nc3cc(C)on3)CC2=O)c(C)c1 (centres undefined),2,nt,10,-1,-1,0,-2
CCOc1ccc(CCNC(=O)CSc2ncn[nH]2)cc1OCC,-3,-0.3,3,13,9,-1,-5
CC(C)c1ccccc1NC(=S)N1CCN(Cc2ccc3c(c2)OCO3)CC1,nt,nt,4,nt,6,-2,6
CCNC(=O)[C@H]1[C@H](CO)[C@H]2Cn3c(ccc(-c4cccc(F)c4)c3=O)[C@H]2N1Cc1nccs1,-1,0.0,-12,14,-9,-11,0
CSc1ncccc1C(=O)NC(C)CCc1ccccc1 (centres undefined),8,0.0,1,10,-2,-3,-10
O=C(CNC(=O)C12CC3CC(CC(C3)C1)C2)Nc1ncccc1O,2,-0.5,-14,-6,-2,-5,3
CCOC(=O)N(C)C[C@@H]1OCc2ccccc2-c2c(n(C)c3ccccc23)C(=O)N([C@@H](C)CO)C[C@H]1C,1,-0.4,-3,nt,2,7,14
COc1ccc(Cl)cc1NC(=O)Cn1cccc1,-1,nt,6,16,0,0,-4
C[C@@H]1CN([C@@H](C)CO)S(=O)(=O)c2ccc(C3=CCCCC3)cc2O[C@H]1CN(C)C(=O)c1ccccc1,0,11,-4,-69,-1,4,4
Cc1cc(C(=O)N/N=C/c2cc(Br)ccc2OC(=O)c2ccccc2Cl)n[nH]1,-7,8.2,2,6,4,1,-5
CN(C)CC(=O)N1[C@@H]2Cn3c(ccc(C4=CCCCC4)c3=O)[C@H]1[C@@H](C(=O)NCC1CC1)[C@@H]2CO,-4,0.3,-7,6,13,-14,-7
C[C@H](CO)N1C[C@H](C)[C@@H](CN(C)S(=O)(=O)c2cn(C)cn2)Oc2c(NC(=O)Nc3ccc4c(c3)OCO4)cccc2C1=O,0&-6,0.0&-0.1,-6&2,13&-1,1&4,0&-7,33&0
COc1ccc(-c2csc(NC(=O)CS(=O)(=O)c3ccccc3)n2)cc1,0,nt,0,10,6,-4,-8
CCN(CC)S(=O)(=O)c1ccc(N2CCOCC2)c(NC(=O)CC(C)(C)C)c1,4,5.1,5,nt,-3,0,0
C[C@@H]1CN([C@@H](C)CO)C(=O)c2cccc(NC(=O)Nc3ccc4c(c3)OCO4)c2O[C@H]1CN(C)C(=O)Nc1cccc2ccccc12,2,1.2,5,23,-3,2,1
CC1CN(S(=O)(=O)c2ccc(C(=O)Nc3sccc3C(N)=O)cc2)CC(C)O1 (centres undefined),nt,-1.6,2,nt,-6,4,-2
C[C@@H]1CCCCO[C@H](CN(C)Cc2ccc(C(F)(F)F)cc2)[C@H](C)CN([C@H](C)CO)C(=O)c2cc(NS(=O)(=O)c3cccs3)ccc2O1,2,-0.1,-9,-60,-1,16*,21
C#CCSc1nnc(C)c(C)n1,-4,0.1,1,5,6,-3,2
O=C(Nc1cccc(F)c1)N1CC(=O)N2[C@H](CO)[C@@H](c3ccc(-c4ccccc4)cc3)[C@@H]2C1,nt,-0.5,2,nt,13,2,-4
O=C(NCCc1c[nH]c2ccccc12)c1cncc(Br)c1,0,0.1,-1,10,-4,-1,-12
CC1CCN(C(=O)Cn2cc(S(=O)(=O)CC(=O)N3CCOCC3)c3ccccc32)CC1,-3,nt,2,nt,5,2,-1

Not all compounds are listed. The share of hits here may be higher or lower than overall.
